Source: PubChem
EPAC1 antag: blocks human EPAC1 exchange factor; EPAC1 GEF assay, Rap1b-BODIPY-GDP exchange fluorescence; O95398; 360,000 tested, 0.14% active; Potency, µM (top dose mostly 115 µM), for the others: top-dose activity change, negative = inhibition, most hits filed as inhibitors;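 note: potency is the fitted concentration of half-maximal effect; plate controls were vehicle for no effect and positive control for full effect; nearly all actives have a fitted effect of over 50% in size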
WRN inhibitor: WRN helicase (human) inhibition; AID 651768; WRN helicase unwinding, fluorescent forked duplex, kinetic; 360,000 tested, 0.46% active; Potency, µM (top dose mostly 114 µM), for inactives: top-dose activity change, negative = inhibition, actives largely listed as inhibitors; Q14191; note: potency is the fitted concentration of half-maximal effect; % is set by controls: 0 for no effect and ±100 for the full control effect; nearly all actives have a fitted effect of over 55% in size
Target sequence (Q14191 whole entry, looked up): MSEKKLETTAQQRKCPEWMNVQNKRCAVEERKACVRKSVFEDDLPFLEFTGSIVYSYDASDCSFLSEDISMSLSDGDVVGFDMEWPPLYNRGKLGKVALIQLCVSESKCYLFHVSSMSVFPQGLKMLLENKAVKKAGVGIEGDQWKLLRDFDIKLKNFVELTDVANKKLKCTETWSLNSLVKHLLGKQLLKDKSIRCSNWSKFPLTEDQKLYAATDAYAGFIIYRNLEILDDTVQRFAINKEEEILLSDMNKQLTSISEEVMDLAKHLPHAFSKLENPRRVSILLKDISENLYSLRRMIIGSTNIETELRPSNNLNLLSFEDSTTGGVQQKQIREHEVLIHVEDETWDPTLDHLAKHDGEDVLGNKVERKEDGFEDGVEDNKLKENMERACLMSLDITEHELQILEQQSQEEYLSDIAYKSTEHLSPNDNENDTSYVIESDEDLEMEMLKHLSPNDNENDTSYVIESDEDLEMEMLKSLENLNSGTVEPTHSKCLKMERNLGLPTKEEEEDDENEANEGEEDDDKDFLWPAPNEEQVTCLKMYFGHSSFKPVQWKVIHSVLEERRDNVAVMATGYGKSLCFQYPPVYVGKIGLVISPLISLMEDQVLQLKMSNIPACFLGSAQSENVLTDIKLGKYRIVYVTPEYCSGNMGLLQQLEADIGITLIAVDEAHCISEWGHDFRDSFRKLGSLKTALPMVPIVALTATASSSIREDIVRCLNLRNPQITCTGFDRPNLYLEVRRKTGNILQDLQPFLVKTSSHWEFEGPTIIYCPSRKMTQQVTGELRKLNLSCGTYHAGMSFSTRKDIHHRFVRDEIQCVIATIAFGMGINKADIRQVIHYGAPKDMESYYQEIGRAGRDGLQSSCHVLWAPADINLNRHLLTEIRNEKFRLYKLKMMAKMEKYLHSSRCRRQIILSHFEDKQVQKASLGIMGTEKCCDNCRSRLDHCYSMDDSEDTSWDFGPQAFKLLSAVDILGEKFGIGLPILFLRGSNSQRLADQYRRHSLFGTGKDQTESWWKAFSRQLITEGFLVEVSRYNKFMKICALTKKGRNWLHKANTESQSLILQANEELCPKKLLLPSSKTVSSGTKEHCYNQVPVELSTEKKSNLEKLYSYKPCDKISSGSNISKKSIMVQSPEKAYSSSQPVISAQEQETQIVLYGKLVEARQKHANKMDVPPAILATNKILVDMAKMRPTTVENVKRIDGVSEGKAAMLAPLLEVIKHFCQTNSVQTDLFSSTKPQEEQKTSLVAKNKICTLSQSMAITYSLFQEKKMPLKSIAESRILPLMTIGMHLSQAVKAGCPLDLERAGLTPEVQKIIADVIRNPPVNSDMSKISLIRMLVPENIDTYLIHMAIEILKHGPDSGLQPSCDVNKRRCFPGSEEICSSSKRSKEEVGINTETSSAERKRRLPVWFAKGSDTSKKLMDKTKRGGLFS
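WRN at 20 nM final preincubated with compound 15 min at room temperature; reaction started with 100 nM fluorophore/quencher forked duplex oligonucleotide and 2 mM ATP final. Unwinding followed kinetically by red fluorescence (ex 525, em 598 nm).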
PLK1 PBD inh: PLK1 (human) polo-box domain binding inhibition | P53350 | Plk1 PBD binding of FITC phosphopeptide, fluorescence polarization | Potency, µM, for the others: max response, negative = inhibition, actives largely listed as inhibitors | 360,000 tested, 2.8% active; note: potency is the fitted concentration of half-maximal effect; series mostly up to about 57 µM; % is set by controls: 0 for no effect and ±100 for the full control effect; nearly all actives have a fitted effect of over 65% in size
EPAC2 antag: antagonists of human EPAC2; 360,000 tested, 0.18% active; AID 720708; EPAC2 GEF exchange of Rap1B-BODIPY-GDP, fluorescence; Q8WZA2; Potency, µM (doses to about 114 µM), inactives show at the top dose activity, negative = inhibition, usual class: inhibitors; note: potency is the fitted concentration of half-maximal effect; % is set by controls: 0 for no effect and ±100 for the full control effect; nearly all actives have a fitted effect of over 45% in size; many of its hits are not listed in these tables
Mm-Cpn inhibitor: inhibitors of Methanococcus maripaludis chaperonin (MmCpn) | 330,000 tested, 0.031% active | purified Mm-Cpn ATPase, ADP Transcreener TR-FRET | Potency, µM (doses to about 76.9 µM), without a hit: at the top dose activity, negative = inhibition, actives largely listed as inhibitors | AID 504842; note: potency is the fitted concentration of half-maximal effect; % is set by controls: 0 for no effect and ±100 for the full control effect; nearly all actives have a fitted effect of over 80% in size
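Quantitative HTS used 25 nM Mm-CPN and 10 uM ATP in magnesium/KCl Tris buffer, pH 7.4, with 1 mM DTT. Hydrolysis ran 30 min at 37°C; ADP was read by HTRF.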
PI5P4K alpha inh: PI5P4K alpha (human) kinase inhibition; P48426; PI5P4Kalpha enzyme, ADP-Glo luminescence, 60 min; active compounds read low; max response, %; 330,000 tested, 1.2% active; active = max response of -50% or lower; inconclusive = between -30% and -50%; inactive = -30% or higher; note: value at the top dose of about 77 µM; % is set by controls: 0 for no effect and ±100 for the full control effect
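Quantitative HTS of the MLSMR library against PI5P4Kalpha with substrate. ATP added last at 5 microM final; room temperature, 60 minutes. Remaining ATP depleted, ADP converted and read as luminescence.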
EPAC1 agonist: EPAC1 (human) agonism. EPAC1 agonist qHTS, biochemical assay; response scale: 100% = response to 6.5 mM cAMP. O95398. Potency, µM (highest dose often 154 µM), without a hit: top-dose activation, usual class: activators. 360,000 tested, 0.073% active; note: potency is the fitted concentration of half-maximal effect; nearly all actives have a fitted effect of over 60% in size
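Nucleotide exchange assay: 100 nM EPAC1 with 250 nM Rap1B loaded with BODIPY-GDP and 50 uM GDP, room temperature. Fluorescence (480/540 nm) read every 5 min for 30 min; signal change normalized to 6.5 mM cAMP as full agonist.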
CCT chaperon mod: cytosolic chaperonin activity modulation. purified chaperonin ATPase assay, HTRF ADP detection, 30 min. activity change, % (test concentration not listed), hits read low. 360,000 tested, 0.3% active; in the data active = activity change below about -30%; note: % is set by controls: 0 for no effect and ±100 for the full control effect
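Nucleotide hydrolysis assay: TRiC at 20–40 nM final (set by batch activity) with 10 uM ATP, 30 min at 37 °C, in presence of 76 uM compound. Detection by competitive ADP HTRF, 30 min ambient.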
Starred values were filed as active, the others as inactive; ? = inconclusive; . = no result given; & = joins results of further samples; [ ] = another dose, or the depositor's remark. Unless noted, calls come from the whole dose curve; as a rule, active = well fitted curve in the direction sought with a large enough effect; inconclusive = small, poorly fitted or top-dose-only effect, or another doubt; inactive = no such curve, though single readings can be large; an effect the other way counts as inactive or inconclusive. An excerpt; count on the stated rates, not on these rows.

nr	Molecule	EPAC1 antag	WRN inhibitor	PLK1 PBD inh	EPAC2 antag	Mm-Cpn inhibitor	PI5P4K alpha inh	EPAC1 agonist	CCT chaperon mod
1	Cc1ccc(NC(=O)CSc2nccn2C)cc1F	-5%	-11%	-14%	0%	0%	-1	-2%	0.6
2	CCCCCCCC(=O)OC(CN1CCCCC1)CN1CCCC1=O (stereo not given)	16%	-1%	-12%	0%	2%	.	10%	-0.2
3	Cn1c(NC(=O)C[n+]2cc(-c3ccc(Cl)c(Cl)c3)n3c2CCC3)cc(=O)n(C)c1=O	-9%	82%[activator]	-17%	5%	2%	-18	10%	0.1
4	Cc1cc(C(=O)NCc2ccc3c(c2)OCO3)n(-c2ccccc2)n1	-5%	-2%	2%	-15%	-2%	0	-8%	0.5
5	COCCSc1ccccc1C(=O)Nc1nnc(C)s1	7%	-7%	-7%	-2%	0%	.	8%	1.7
6	O=C(CS(=O)(=O)c1cccc(C(F)(F)F)c1)Nc1ccccc1Cl	-19%	-2%	-3%	13%	1%	7	0%	-0.4
7	COc1ccc(C(=O)NNC(=O)c2cnccn2)cc1[N+](=O)[O-]	7%	2%	-7%	0%	1%	0	4%	-0.7
8	CCc1cccc(CC)c1NC(=O)COC(=O)CCc1cc(OC)c(OC)c(OC)c1	-28%	-5%	-18%	-3%	1%	4	8%	-5.3
9	Cc1cc(C)c(C)c(S(=O)(=O)N2CCC(C(=O)NC3=NCCS3)CC2)c1C	-15%	0%	-12%	5%	1%	-5	9%	0.4
10	CC(Oc1ccc(Br)cc1)C(=O)Nc1ccc(S(=O)(=O)N(C)C2CCN(C)CC2)cc1 (stereo not given)	3%	-2%	2%	9%	1%	6	2%	-6.7
11	COc1ccccc1C(=O)NC(=S)N1CCCc2ccccc21	13%	2%	-7%	-1%	-12%	.	2%	-1.5
12	COCC(C)NC(=O)CSc1nc2nn(-c3ccccc3)c(=O)c-2c2n1CCCCC2 (stereo not given)	-8%	-2%	-9%	-3%	-1%	-9	0%	-4.4
13	CCn1cc(S(=O)(=O)CC(=O)N2CCc3ccccc32)c2ccccc21	-2%	6%	-4%	-6%	0%	-2	-1%	-1.4
14	Cc1ccc(/C=C2\SC(=S)N(CCC(=O)NNC(=O)c3ccncc3)C2=O)cc1	-6%	-16%	3%	10%	-2%	-3	13%	-1.2
15	Cc1ccc(-c2noc(CCC(=O)NCC3CCCO3)n2)cc1 (stereo not given)	12%	-4%	-12%	16%	1%	.	8%	-1.1

Part of the list above in order of molar mass, highest first:
nr	Molecule	EPAC1 antag	WRN inhibitor	PLK1 PBD inh	EPAC2 antag	Mm-Cpn inhibitor	PI5P4K alpha inh	EPAC1 agonist	CCT chaperon mod
8	CCc1cccc(CC)c1NC(=O)COC(=O)CCc1cc(OC)c(OC)c(OC)c1	-28%	-5%	-18%	-3%	1%	4	8%	-5.3
9	Cc1cc(C)c(C)c(S(=O)(=O)N2CCC(C(=O)NC3=NCCS3)CC2)c1C	-15%	0%	-12%	5%	1%	-5	9%	0.4
6	O=C(CS(=O)(=O)c1cccc(C(F)(F)F)c1)Nc1ccccc1Cl	-19%	-2%	-3%	13%	1%	7	0%	-0.4

Going on with the list:
nr	Molecule	EPAC1 antag	WRN inhibitor	PLK1 PBD inh	EPAC2 antag	Mm-Cpn inhibitor	PI5P4K alpha inh	EPAC1 agonist	CCT chaperon mod
16	O=C(NN=Cc1ccc(F)cc1)c1cccc(S(=O)(=O)N2CCCC2)c1	6%	8%	-7%	-4%	1%	-6	8%	-1.6
17	COc1cccc(S(=O)(=O)Nc2ccc3c(c2)[C@H]2C[C@H](CC(=O)N[C@@H](C)c4ccccc4)O[C@H](CO)[C@H]2O3)c1	3%	13%	-3%	-3%	.	-4	-9%	-1.3
18	CCc1nc2ccc(C(=O)NCc3ccc(OC)cc3)cn2c1N(C)CCC(C)C	-24%	-7%[57.1 µM]	6%	?	.	3	-22%	0.8
19	COc1cccc(N2CCN(S(=O)(=O)c3ccc4c(c3)N(C(C)=O)CCO4)CC2)c1	?	3%	-13%	0%	2%	0	2%	0.3
20	COc1ccc2c3n(nc2c1)CCN=C3c1cc(Cl)c(N)c(Cl)c1	12%	2%	-1%	?	-1%	-2	4%	2.1
21	C#CCn1c(S(=O)(=O)Cc2ccc(C)cc2)nc(-c2ccccc2)c1-c1ccccc1	-4%	-12%	0%&-5%	-22%	0%	-7	7%	-1.2
22	COCCNC(=O)c1c(N)n(-c2ccccc2)c2nc3ccccc3nc12	-19%	-20%	-2%	-12%	?	.	8%	3.0
23	O=C(CN1CCOCC1)Nc1ccc(Br)cc1	-1%	9%	5%	9%	?	0	-9%	-1.1
24	O=C(NC1CCCC1)C1CC(=O)N(c2ccc(F)cc2)C1 (stereo not given)	-14%	0%	-13%	1%	-2%	-3	7%	-1.0
25	CC(C)(C)N1CC(C(=O)Nc2ccc(C#N)cc2)CC1=O (stereo not given)	4%	-11%	-7%	6%	0%	3	-6%	0.5
26	CC(C)c1ccc(S(=O)(=O)Nc2ccc(O)c(Sc3ncn[nH]3)c2)cc1	13%	2%	-8%	-5%	1%	-7	-5%	-0.2
27	Cc1ccc(N(C(=O)c2cccs2)C2C=CS(=O)(=O)C2)cc1 (stereo not given)	0%	-1%	-8%	6%	4%	0	1%	-2.5
28	Cc1ccccc1-n1nc(C)c(N=O)c1N	-7%	0%	-9%	-8%	-3%	2	10%	-1.9
29	C/C=C(\C)C(=O)N1CC2(CC(c3cccc(NC(=O)CCCCC)c3)=NO2)C[C@@H]1C(N)=O (stereo not given in full)	-5%	3%	-4%	-1%	0%	-6	-8%	-2.5
30	COc1cccc(C(=O)NCC(=O)N2CCC3(CC2)NCCc2[nH]cnc23)c1OC	-1%	3%	-6%	2%	2%	-4	16%	0.2

(more compounds)
nr	Molecule	EPAC1 antag	WRN inhibitor	PLK1 PBD inh	EPAC2 antag	Mm-Cpn inhibitor	PI5P4K alpha inh	EPAC1 agonist	CCT chaperon mod
31	Cc1ccc2[nH]c3c(=O)n(Cc4ccncc4)cnc3c2c1	0%	3%	-1%	3%	3%	3	-4%	0.0
32	O=C(NCc1ccccc1Cl)C1CC(=O)N(Cc2ccccc2)C1 (stereo not given)	-11%	13%	0%	-7%	1%	2	13%	-2.9
33	COc1ccc(-c2nnc(CSc3nnc(-c4ccncc4)n3C3CCCCC3)o2)cc1OC	-3%	10%	-6%	-1%	-3%	.	1%	-5.4
34	CCN(CC)C(=O)c1sc(NC(=O)Cc2ccc(OC)cc2)c(C#N)c1C	17%	-1%	-6%	1%[57.1 µM]	-2%	-1	-2%	1.9
35	O=S(=O)(Nc1cccnc1)c1ccc(Cl)c(C(F)(F)F)c1	-3%	-2%	-9%	-3%	.	7	0%	-2.0
36	CCOC(=O)[C@H]1[C@H]2COc3ccc(Cl)cc3[C@@H]2N2C(=O)c3cc(Cl)ccc3NC(=O)[C@@]12C	-22%	-10%	-4%	-12%	-5%	-6	10%	-1.0
37	COc1ccc(CCNC(=O)CCCNC(=O)Cn2cnc3sc(C)c(C)c3c2=O)cc1OC	2%	-6%	3%	7%	2%	-2	-13%	-2.6
38	O=C1CN(C(=O)COC(=O)c2ccc(C(F)(F)F)cc2)c2ccccc2N1	4%	3%	0%	2%	-19%	0	-3%	-0.2
39	CN(CC(=O)Nc1ccccc1Br)C(=O)c1ccccc1OCc1ccc(Cl)cc1	0%	-3%	-1%	-13%	.	13	19%	-2.6
40	O=C(C1CCCCN1S(=O)(=O)c1ccccc1)N1CCCCC1 (stereo not given)	12%	-1%	-12%	14%	-7%	.	-8%	0.4
41	OC(CNCC1CCCO1)Cn1c2ccc(Cl)cc2c2cc(Cl)ccc21 (stereo not given)	-11%	9%[57.1 µM]	-18%	-18%	-5%	11	18%	-1.6
42	COc1ccc(S(=O)(=O)N2CCC(C(=O)N3CCc4ccccc4C3)CC2)cc1	5%	-12%	-1%	5%	-1%	0	0%	-0.3
43	O=C(NCC(c1ccco1)N1CCCC1)c1sc2cc(F)ccc2c1Cl (stereo not given)	-6%	4%	-4%	1%	0%	7	1%	1.8
44	COc1cc(SC)ccc1C(=O)NCCNC(=O)c1nonc1N	-13%	-6%[57.1 µM]	-12%	-6%	0%	0	-12%	-1.0
45	CCC(C)[C@H](N)c1cn([C@@H](Cc2cc3ccccc3[nH]2)C(=O)N2CCNCC2)nn1 (stereo not given in full)	12%	6%	-2%	7%	.	-1	-7%	-1.2

Complete entries from above. Order of values: EPAC1 antag, WRN inhibitor, PLK1 PBD inh, EPAC2 antag, Mm-Cpn inhibitor, PI5P4K alpha inh, EPAC1 agonist, CCT chaperon mod
CCC(C)[C@H](N)c1cn([C@@H](Cc2cc3ccccc3[nH]2)C(=O)N2CCNCC2)nn1 (stereo not given in full) in the list: 12%, 6%, -2%, 7%, ., -1, -7%, -1.2
CN(CC(=O)Nc1ccccc1Br)C(=O)c1ccccc1OCc1ccc(Cl)cc1 in the list: 0%, -3%, -1%, -13%, ., 13, 19%, -2.6
O=C(NCc1ccccc1Cl)C1CC(=O)N(Cc2ccccc2)C1 (stereo not given) in the list: -11%, 13%, 0%, -7%, 1%, 2, 13%, -2.9

Next structures follow.
nr	Molecule	EPAC1 antag	WRN inhibitor	PLK1 PBD inh	EPAC2 antag	Mm-Cpn inhibitor	PI5P4K alpha inh	EPAC1 agonist	CCT chaperon mod
46	C(=C\c1ccccc1)/CN1CCN(C(c2nnnn2Cc2ccccc2)C2CC2)CC1 (stereo not given)	-8%	-3%	3%	-6%	.	1	-3%	-3.4
47	O=C(N/N=C/c1ccc(-c2ccccc2C(=O)O)o1)c1cccs1	3%	?	?	6%	-3%	?	2%	1.9
48	COc1ccc(OCc2nnc(SCC(=O)NNC(=O)c3ccc(C)cc3)n2C)cc1	-18%	0%	-10%	5%	1%	-5	5%	-4.1
49	CCN(CC(=O)Nc1ccccc1OC)C(=O)CSCc1c(C)noc1C	-10%	-21%	-13%	5%	1%	-2	-11%	-2.0
50	Cc1ccc(N2CC(c3nc4ccccc4n3C)CC2=O)cc1 (stereo not given)	7%	0%	-9%	3%	-2%	0	3%	-0.4
51	CCCN1CCN(C(=O)Cn2c(=O)oc3cc(S(=O)(=O)NCc4ccccc4)ccc32)CC1	-21%	-3%	-2%	-1%	-3%	1	-4%	-2.7
52	N#Cc1nn(-c2ccccc2)nc1N1CCCCC1	-7%	-14%[57.1 µM]	3%	-12%	1%	12	7%	1.0
53	C/C(Cl)=C\COc1cc(C)nc2c(Br)cccc12	-18%	-10%	-10%	?	-7%	10	6%	-4.4
